Screening results: PubChem, several laboratories
Bim-Bcl-2: disrupts Bim peptide binding to human Bcl-2 | P10415 | Bead-based flow cytometry, Bim peptide-Bcl-2 binding | inhibition, % at 10 µM | 190,000 compounds, 0.06% hits; in the data active = inhibition above about 40%; inconclusive = no clear call, values can overlap the other calls;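 also: 0% = no compound wells with probe peptide and 100% = reference peptide inhibitor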
Mcl1-Noxa inh: Mcl-1/Noxa interaction inhibition. 220,000 compounds, 1.5% hits. TR-FRET Mcl-1/Noxa peptide binding, 2 h. AID 1022. inhibition, % at 21.7 µM;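 active = compounds that cut the protein-peptide binding signal by more than 50% relative to plate controls in a single-dose test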;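 also: His-tagged Mcl-1 with rhodamine Noxa BH3 peptide and terbium anti-His antibody; 0% = Mcl-1 plus Noxa peptide wells and 100% = peptide-only wells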
RGS8-Gao: regulators of human RGS8-Galphao interaction | P09471 | multiplexed bead flow cytometry, RGS8-Galphao binding; actives lie on both sides | response (percent of control binding), % at 10 µM | 220,000 compounds, 0.34% hits | AID 1423; in the data active = response below about 60% or above about 140%; inactive = in between;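 also: Galphao activated as the GDP aluminium fluoride complex binding bead-coupled RGS8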
Target sequence (P09471 whole entry, looked up): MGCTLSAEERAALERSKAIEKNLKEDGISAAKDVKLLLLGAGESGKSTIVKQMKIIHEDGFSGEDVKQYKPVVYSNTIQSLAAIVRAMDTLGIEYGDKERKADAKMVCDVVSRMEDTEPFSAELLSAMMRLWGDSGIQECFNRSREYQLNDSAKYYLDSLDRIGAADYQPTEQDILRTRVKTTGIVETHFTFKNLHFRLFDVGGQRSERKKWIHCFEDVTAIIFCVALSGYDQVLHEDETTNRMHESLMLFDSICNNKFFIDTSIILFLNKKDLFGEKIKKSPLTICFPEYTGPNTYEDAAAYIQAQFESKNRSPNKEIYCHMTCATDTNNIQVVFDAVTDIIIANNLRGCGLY
Mcl1 Bid PPI: disrupts binding of human Mcl-1 to Bid peptide; Q07820; inhibition, % at 21.7 µM; AID 1021; 220,000 compounds, 0.97% hits; TR-FRET Mcl-1/Bid-Dy647 peptide binding, 1536-well;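 active = compounds that cut the binding signal by more than half at the single screening dose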;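 also: His-tagged Mcl-1 with europium anti-His antibody binding Bid BH3 peptide; 0% = Mcl-1 plus peptide wells and 100% = peptide-only wells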
RGS7-Gao: regulators of human RGS7-Galphao interaction; P09471; Multiplexed bead flow cytometry, RGS7-Galphao binding; actives lie on both sides; binding response (% of control), % at 10 µM; 220,000 compounds, 0.35% hits; AID 1439; in the data active = binding response below about 49% or above about 150%; inconclusive = no clear call, values can overlap the other calls; inactive = in between;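 also: fluorescent Galphao held in activated GDP-AlF4 state binding bead-coupled RGS7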
Bcl-B Bim block: human Bim-Bcl-B interaction inhibition. 190,000 compounds, 0.073% hits. AID 951. inhibition, % at 10 µM. bead-based flow cytometry, Bim peptide-Bcl-B binding;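 also: 0% = tracer peptide without compound and 100% = reference inhibitor peptide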
Target sequence (Q9HD36 whole entry, looked up): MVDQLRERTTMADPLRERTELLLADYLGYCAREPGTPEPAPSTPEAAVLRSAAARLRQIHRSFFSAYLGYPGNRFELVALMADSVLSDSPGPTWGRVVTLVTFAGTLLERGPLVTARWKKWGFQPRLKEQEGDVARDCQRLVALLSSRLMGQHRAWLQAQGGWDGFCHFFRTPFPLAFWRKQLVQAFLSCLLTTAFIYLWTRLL
Bim-Bcl-W: disrupts Bim peptide binding to human Bcl-W; inhibition, % at 10 µM; Q92843; bead-based flow cytometry; 190,000 compounds, 0.02% hits;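 also: 0% = bound tracer without compound and 100% = peptide blocker; higher means less fluorescent Bim peptide bound to Bcl-W beads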
Target sequence (Q92843 whole entry, looked up): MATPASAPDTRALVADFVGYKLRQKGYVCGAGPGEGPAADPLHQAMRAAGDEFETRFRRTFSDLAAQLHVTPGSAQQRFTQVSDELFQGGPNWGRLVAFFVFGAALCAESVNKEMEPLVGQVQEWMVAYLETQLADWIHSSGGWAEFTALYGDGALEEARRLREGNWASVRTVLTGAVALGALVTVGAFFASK
Bim-Bfl-1: disrupts Bim binding to human Bfl-1 | Q16548 | Bead-based flow cytometry, Bim-Bfl-1 binding inhibition | inhibition, % at 10 µM | 190,000 compounds, 0.12% hits | AID 1008;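 also: 0% = wells without compound plus tracer and 100% = blocker peptide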
RGS4-Gao reg: modulates binding of RGS4 to human Galphao. P09471. Multiplexed bead flow cytometry; actives lie on both sides. binding response (% of control), % at 10 µM. 220,000 compounds, 0.33% hits. AID 1415; in the data active = binding response below about 49% or above about 150%; inactive = in between;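 also: fluorescent Galphao activated with aluminum fluoride binding bead-coupled RGS4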
Bim-Mcl-1: disrupts Bim peptide binding to human Mcl-1 | Q07820 | Bead-based flow cytometry, Bim peptide-Mcl-1 binding | inhibition, % at 10 µM | 190,000 compounds, 0.1% hits;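 also: 0% = no compound tracer wells and 100% = peptide blocker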
Bim-Bcl-XL: disrupts Bim peptide binding to human Bcl-XL. bead flow cytometry, fluorescence. inhibition, % at 10 µM. 190,000 compounds, 0.04% hits
Target sequence (Q07817 whole entry, looked up): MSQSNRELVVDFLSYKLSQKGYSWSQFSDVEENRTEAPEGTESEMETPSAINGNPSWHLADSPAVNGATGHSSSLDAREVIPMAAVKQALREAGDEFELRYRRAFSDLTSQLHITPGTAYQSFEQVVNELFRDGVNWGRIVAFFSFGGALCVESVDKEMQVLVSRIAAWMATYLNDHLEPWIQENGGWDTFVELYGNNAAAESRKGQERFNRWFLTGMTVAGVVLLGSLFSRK
* hit, by the source's call. Rule as the data show it, unless noted: active = inhibition above about 40%.

What do the screens show for `COc1ccc(C(C(=O)NCC2CCCO2)N(C(=O)CNC(=O)c2cccs2)c2ccc(C)cc2)cc1OC` (centres undefined)?
Bim-Bcl-2: 4; Mcl1-Noxa inh: 17; RGS8-Gao: 97; Mcl1 Bid PPI: -6; RGS7-Gao: 96; Bcl-B Bim block: 3; Bim-Bcl-W: 4; Bim-Bfl-1: 0; RGS4-Gao reg: 94; Bim-Mcl-1: 2; Bim-Bcl-XL: 4

Results for COc1cccc(-c2nc(CS(=O)(=O)CC(=O)Nc3cc(C)ccc3C)c(C)o2)c1 ?
Bim-Bcl-2: -12; Mcl1-Noxa inh: -13; RGS8-Gao: 94; Mcl1 Bid PPI: -6; RGS7-Gao: 96; Bcl-B Bim block: -10; Bim-Bcl-W: -3; Bim-Bfl-1: -11; RGS4-Gao reg: 93; Bim-Mcl-1: -4; Bim-Bcl-XL: -5

Results for Cc1ccc(-n2ncc3c(=O)[nH]c(SCC(=O)N4CCCC4)nc32)cc1C ?
Bim-Bcl-2: -2; Mcl1-Noxa inh: 16; RGS8-Gao: 103; Mcl1 Bid PPI: 14; RGS7-Gao: 102; Bcl-B Bim block: -3; Bim-Bcl-W: -5; Bim-Bfl-1: -1; RGS4-Gao reg: 102; Bim-Mcl-1: -3; Bim-Bcl-XL: -4

Results for OC(COc1ccc2cc(Br)ccc2c1)CN1CCN(c2ccccn2)CC1 (centres undefined) ?
Bim-Bcl-2: -1; Mcl1-Noxa inh: 5; RGS8-Gao: 136; Mcl1 Bid PPI: 2; RGS7-Gao: 106; Bcl-B Bim block: -2; Bim-Bcl-W: -1; Bim-Bfl-1: -4; RGS4-Gao reg: 116; Bim-Mcl-1: -4; Bim-Bcl-XL: -1

Results for COc1ccc(-c2nc3ccccc3c(=O)n2CCCN2CCOCC2)cc1 ?
Bim-Bcl-2: -6; Mcl1-Noxa inh: 1; RGS8-Gao: 98; Mcl1 Bid PPI: -47; RGS7-Gao: 98; Bcl-B Bim block: -5; Bim-Bcl-W: 2; Bim-Bfl-1: -9; RGS4-Gao reg: 97; Bim-Mcl-1: 0; Bim-Bcl-XL: -15

How did CNC(=O)NC(=S)NC(=O)c1ccccc1Cl do in these assays?
Bim-Bcl-2: -5; Mcl1-Noxa inh: 14; RGS8-Gao: 96; Mcl1 Bid PPI: -26; RGS7-Gao: 96; Bcl-B Bim block: -4; Bim-Bcl-W: -7; Bim-Bfl-1: -8; RGS4-Gao reg: 97; Bim-Mcl-1: -5; Bim-Bcl-XL: -8

What do the screens show for `Cc1n[nH]c(C)c1CCC(=O)N/N=C/C=C/c1ccccc1`?
Bim-Bcl-2: -1; Mcl1-Noxa inh: 13; RGS8-Gao: 105; Mcl1 Bid PPI: -11; RGS7-Gao: 102; Bcl-B Bim block: -4; Bim-Bcl-W: -1; Bim-Bfl-1: -1; RGS4-Gao reg: 103; Bim-Mcl-1: -4; Bim-Bcl-XL: -4

What do the screens show for `O=C(NCCc1ccccn1)C(F)(F)C(F)(F)C(F)(F)C(F)(F)C(F)(F)C(F)F`?
Bim-Bcl-2: -7; Mcl1-Noxa inh: -11; RGS8-Gao: 91; Mcl1 Bid PPI: -22; RGS7-Gao: 100; Bcl-B Bim block: -10; Bim-Bcl-W: -6; Bim-Bfl-1: -3; RGS4-Gao reg: 98; Bim-Mcl-1: -6; Bim-Bcl-XL: -11

What do the screens show for `O=C(Nc1ccc(OCc2ccccc2)cc1)c1ccccc1`?
Bim-Bcl-2: -6; Mcl1-Noxa inh: -7; RGS8-Gao: 99; Mcl1 Bid PPI: -6; RGS7-Gao: 100; Bcl-B Bim block: -6; Bim-Bcl-W: -4; Bim-Bfl-1: -13; RGS4-Gao reg: 102; Bim-Mcl-1: -2; Bim-Bcl-XL: -3

Results for Cc1ccc(C)c(NC(=O)C2CC(O)CN2C(=O)OC(C)(C)C)c1 (centres undefined) ?
Bim-Bcl-2: 1; Mcl1-Noxa inh: -4; RGS8-Gao: 97; Mcl1 Bid PPI: -35; RGS7-Gao: 97; Bcl-B Bim block: 0; Bim-Bcl-W: 3; Bim-Bfl-1: 0; RGS4-Gao reg: 99; Bim-Mcl-1: -1; Bim-Bcl-XL: -1

Results for O=C(NNC1=NCCC1)c1ccc(Br)cc1 ?
Bim-Bcl-2: -6; Mcl1-Noxa inh: -6; RGS8-Gao: 136; Mcl1 Bid PPI: -26; RGS7-Gao: 111; Bcl-B Bim block: -1; Bim-Bcl-W: -4; Bim-Bfl-1: -2; RGS4-Gao reg: 115; Bim-Mcl-1: -6; Bim-Bcl-XL: -11

What do the screens show for `N/C(=N\OC(=O)CCCc1ccccc1)c1ccc([N+](=O)[O-])cc1`?
Bim-Bcl-2: 0; Mcl1-Noxa inh: -3; RGS8-Gao: 104; Mcl1 Bid PPI: -22; RGS7-Gao: 101; Bcl-B Bim block: 0; Bim-Bcl-W: -2; Bim-Bfl-1: 1; RGS4-Gao reg: 102; Bim-Mcl-1: 0; Bim-Bcl-XL: 0

What do the screens show for `Cc1ccc(-c2nc(-c3cccnc3)sc2CC(=O)O)cc1`?
Mcl1-Noxa inh: 9; RGS8-Gao: 99; Mcl1 Bid PPI: 11; RGS7-Gao: inconclusive; RGS4-Gao reg: 106

What do the screens show for `CCOC(=O)c1cc(C)n(-c2ccc(Cl)cc2)c1C`?
Mcl1-Noxa inh: 5; RGS8-Gao: 97; Mcl1 Bid PPI: -10; RGS7-Gao: inconclusive; RGS4-Gao reg: 95

What do the screens show for `COc1ccc(Cl)cc1-c1nc(SCC(N)=O)n[nH]1`?
Mcl1-Noxa inh: -3; RGS8-Gao: 100; Mcl1 Bid PPI: -11; RGS7-Gao: inconclusive; RGS4-Gao reg: 101

The list goes on; it opens with the 2 that closed the last part.
What do the screens show for `CCOC(=O)c1cc(C)n(-c2ccc(Cl)cc2)c1C`?
Mcl1-Noxa inh: 5; RGS8-Gao: 97; Mcl1 Bid PPI: -10; RGS7-Gao: inconclusive; RGS4-Gao reg: 95

What do the screens show for `COc1ccc(Cl)cc1-c1nc(SCC(N)=O)n[nH]1`?
Mcl1-Noxa inh: -3; RGS8-Gao: 100; Mcl1 Bid PPI: -11; RGS7-Gao: inconclusive; RGS4-Gao reg: 101

What do the screens show for `CCc1nnc(NC(=O)CSc2nnc(-c3ccoc3C)n2-c2cccc(C)c2)s1`?
Bim-Bcl-2: -3; Mcl1-Noxa inh: -9; RGS8-Gao: 101; Mcl1 Bid PPI: -18; RGS7-Gao: 87; Bcl-B Bim block: -2; Bim-Bcl-W: -3; Bim-Bfl-1: -3; RGS4-Gao reg: 96; Bim-Mcl-1: -3; Bim-Bcl-XL: -4

Results for CCCCCc1nnc(NC(=O)c2ccc(=O)n(C)n2)s1 ?
Bim-Bcl-2: -8; Mcl1-Noxa inh: 11; RGS8-Gao: 104; Mcl1 Bid PPI: 5; RGS7-Gao: inconclusive; Bcl-B Bim block: -4; Bim-Bcl-W: -3; Bim-Bfl-1: -8; RGS4-Gao reg: 104; Bim-Mcl-1: 0; Bim-Bcl-XL: -3

How did CCn1cc([N+](=O)[O-])c(C(=O)Nc2ccc3c(c2)OCCO3)n1 do in these assays?
Bim-Bcl-2: 0; Mcl1-Noxa inh: 10; RGS8-Gao: 96; Mcl1 Bid PPI: -39; RGS7-Gao: 98; Bcl-B Bim block: 3; Bim-Bcl-W: 3; Bim-Bfl-1: 2; RGS4-Gao reg: 94; Bim-Mcl-1: 0; Bim-Bcl-XL: 0

Results for COc1cccc(S(=O)(=O)NCc2ccc3c(c2)OCO3)c1 ?
Bim-Bcl-2: 0; Mcl1-Noxa inh: -5; RGS8-Gao: 97; Mcl1 Bid PPI: -12; RGS7-Gao: 106; Bcl-B Bim block: 2; Bim-Bcl-W: 4; Bim-Bfl-1: 4; RGS4-Gao reg: 107; Bim-Mcl-1: -4; Bim-Bcl-XL: 12

What do the screens show for `CC(=O)N1CCN(C(C)=O)C1c1ccccc1`?
Bim-Bcl-2: -7; Mcl1-Noxa inh: 27; RGS8-Gao: 101; Mcl1 Bid PPI: 4; RGS7-Gao: 97; Bcl-B Bim block: -6; Bim-Bcl-W: 0; Bim-Bfl-1: -9; RGS4-Gao reg: 101; Bim-Mcl-1: -1; Bim-Bcl-XL: -3

What do the screens show for `CCCc1nc2ccccc2c(C(=O)OCc2nnc(-c3cc(OC)c(OC)c(OC)c3)o2)c1CC`?
Bim-Bcl-2: -11; Mcl1-Noxa inh: 13; RGS8-Gao: 109; Mcl1 Bid PPI: -10; RGS7-Gao: 108; Bcl-B Bim block: -2; Bim-Bcl-W: 6; Bim-Bfl-1: -11; RGS4-Gao reg: 106; Bim-Mcl-1: 0; Bim-Bcl-XL: -1

Results for CCn1c(C)cc(C)c(C#N)c1=O ?
Bim-Bcl-2: -2; Mcl1-Noxa inh: -3; RGS8-Gao: 98; Mcl1 Bid PPI: -15; RGS7-Gao: 93; Bcl-B Bim block: 0; Bim-Bcl-W: -2; Bim-Bfl-1: -3; RGS4-Gao reg: 94; Bim-Mcl-1: 0; Bim-Bcl-XL: -2

What do the screens show for `CCOC(=O)c1csc(NC(=O)c2ccc(C#N)cc2)n1`?
Bim-Bcl-2: -3; Mcl1-Noxa inh: 14; RGS8-Gao: 98; Mcl1 Bid PPI: 3; RGS7-Gao: 101; Bcl-B Bim block: -4; Bim-Bcl-W: 0; Bim-Bfl-1: -7; RGS4-Gao reg: 101; Bim-Mcl-1: -3; Bim-Bcl-XL: -3

How did COc1ccc(NC(=O)CSc2ccc3c4c(cccc24)C(=O)c2ccccc2-3)cc1 do in these assays?
Bim-Bcl-2: 0; Mcl1-Noxa inh: 18; RGS8-Gao: 98; Mcl1 Bid PPI: 45; RGS7-Gao: 114; Bcl-B Bim block: 2; Bim-Bcl-W: 7; Bim-Bfl-1: 5; RGS4-Gao reg: 103; Bim-Mcl-1: -2; Bim-Bcl-XL: 2

What do the screens show for `CCOC(=O)CS(=O)(=O)c1ccccc1`?
Bim-Bcl-2: -8; Mcl1-Noxa inh: 5; RGS8-Gao: 102; Mcl1 Bid PPI: -20; RGS7-Gao: 101; Bcl-B Bim block: -5; Bim-Bcl-W: -1; Bim-Bfl-1: -13; RGS4-Gao reg: 104; Bim-Mcl-1: -2; Bim-Bcl-XL: -1

How did CS(=O)(=O)N1CCC(C(=O)Nc2ccccc2Sc2ccccc2)CC1 do in these assays?
Bim-Bcl-2: -4; Mcl1-Noxa inh: -14; RGS8-Gao: 100; Mcl1 Bid PPI: -9; RGS7-Gao: 102; Bcl-B Bim block: -3; Bim-Bcl-W: 0; Bim-Bfl-1: -2; RGS4-Gao reg: 98; Bim-Mcl-1: -3; Bim-Bcl-XL: -2

How did CC(C)Sc1nc(-c2cccs2)nc2c1c(=O)n(C)c(=O)n2C do in these assays?
Bim-Bcl-2: -1; Mcl1-Noxa inh: 12; RGS8-Gao: 97; Mcl1 Bid PPI: 5; RGS7-Gao: 99; Bcl-B Bim block: -6; Bim-Bcl-W: -1; Bim-Bfl-1: -3; RGS4-Gao reg: 101; Bim-Mcl-1: 1; Bim-Bcl-XL: -3

How did O=C(NC(=S)Nc1ncccn1)c1ccc(Cl)cc1Cl do in these assays?
Bim-Bcl-2: -4; Mcl1-Noxa inh: 18; RGS8-Gao: 93; Mcl1 Bid PPI: -32; RGS7-Gao: 92; Bcl-B Bim block: -4; Bim-Bcl-W: -3; Bim-Bfl-1: -5; RGS4-Gao reg: 93; Bim-Mcl-1: -3; Bim-Bcl-XL: -6
